BoNT F protease = blocks Botulinum neurotoxin F light chain protease; Multiplex microsphere protease cleavage assay, flow cytometry; inhibition, % at 10 µM; 360,000 tested, 0.22% active; AID 588497; in the data active means inhibition above about 35%, passing the limit was not always enough; inconclusive means no clear call, values can overlap the other calls; further: plate controls were buffer without enzyme for full effect and enzyme alone for no effect
Anthrax LF inh2 = anthrax lethal factor protease inhibition. P15917. multiplex microsphere protease cleavage assay, LF. inhibition, % at 10 µM. 360,000 tested, 0.12% active. AID 588501; further: plate controls were buffer without enzyme for full effect and enzyme alone for no effect
FadD28 FP inh = blocks FadD28 binding to the bisubstrate probe. fluorescence polarization. inhibition, % at 12.5 µM. 360,000 tested, 0.22% active; in the data active means inhibition above about 8.5%, passing the limit was not always enough; inconclusive means no clear call, values can overlap the other calls
PfHsp40 yeast = rescue of PfHsp40-mediated yeast toxicity. 340,000 tested, 0.68% active. S. cerevisiae expressing PfHsp40, growth rescue, ATP luminescence. growth rescue, % at 12.5 µM; in the data active means growth rescue above about 28%, passing the limit was not always enough; inconclusive means no clear call, values can overlap the other calls;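 further: yeast W303a lacking pdr1 and pdr3 grown in galactose medium; growth measured after three days at 30 °C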
BoNT A protease = BoNT A light chain protease inhibition | 360,000 tested, 0.17% active | multiplex microsphere protease substrate cleavage, flow cytometry | inhibition, % at 10 µM; further: plate controls were buffer without enzyme for full effect and enzyme alone for no effect
CCHF vOTU inh = blocks the CCHF virus ovarian tumor domain protease. CCHFV vOTU protease, Pep-AMC fluorescence. inhibition, % at 11.5 µM. 370,000 tested, 0.55% active. AID 651958; in the data active means inhibition above about 30%; further: 0% = vehicle wells with enzyme and 100% = no enzyme wells
Y pestis TopoI = Y. pestis Topo-I inhibition via cleavage products. activity, % at 10 µM. Y. pestis Topo-I cleavage product accumulation, plate reader. 360,000 tested, 0.064% active. AID 504884; in the data active means activity above about 50%, passing the limit was not always enough; inconclusive means no clear call, values can overlap the other calls; further: inactives centre near 2
PrPC surface inh = reduces human prion protein on the cell surface. P04156. cell surface PrPC, TR-FRET read-out. inhibition, % at 13.8 µM. 370,000 tested, 0.43% active. AID 720596; in the data active means inhibition above about 24%; further: 0% = median of the test wells and 100% = reference compound wells
TcdB GH inh = inhibitors of Clostridioides difficile toxin B glycohydrolase; P18177; TcdB glycohydrolase enzymatic assay, plate reader; inhibition, % at 9.99 µM; AID 652162; 350,000 tested, 0.24% active; in the data active means inhibition above about 10%
Target sequence (P18177 whole entry, looked up): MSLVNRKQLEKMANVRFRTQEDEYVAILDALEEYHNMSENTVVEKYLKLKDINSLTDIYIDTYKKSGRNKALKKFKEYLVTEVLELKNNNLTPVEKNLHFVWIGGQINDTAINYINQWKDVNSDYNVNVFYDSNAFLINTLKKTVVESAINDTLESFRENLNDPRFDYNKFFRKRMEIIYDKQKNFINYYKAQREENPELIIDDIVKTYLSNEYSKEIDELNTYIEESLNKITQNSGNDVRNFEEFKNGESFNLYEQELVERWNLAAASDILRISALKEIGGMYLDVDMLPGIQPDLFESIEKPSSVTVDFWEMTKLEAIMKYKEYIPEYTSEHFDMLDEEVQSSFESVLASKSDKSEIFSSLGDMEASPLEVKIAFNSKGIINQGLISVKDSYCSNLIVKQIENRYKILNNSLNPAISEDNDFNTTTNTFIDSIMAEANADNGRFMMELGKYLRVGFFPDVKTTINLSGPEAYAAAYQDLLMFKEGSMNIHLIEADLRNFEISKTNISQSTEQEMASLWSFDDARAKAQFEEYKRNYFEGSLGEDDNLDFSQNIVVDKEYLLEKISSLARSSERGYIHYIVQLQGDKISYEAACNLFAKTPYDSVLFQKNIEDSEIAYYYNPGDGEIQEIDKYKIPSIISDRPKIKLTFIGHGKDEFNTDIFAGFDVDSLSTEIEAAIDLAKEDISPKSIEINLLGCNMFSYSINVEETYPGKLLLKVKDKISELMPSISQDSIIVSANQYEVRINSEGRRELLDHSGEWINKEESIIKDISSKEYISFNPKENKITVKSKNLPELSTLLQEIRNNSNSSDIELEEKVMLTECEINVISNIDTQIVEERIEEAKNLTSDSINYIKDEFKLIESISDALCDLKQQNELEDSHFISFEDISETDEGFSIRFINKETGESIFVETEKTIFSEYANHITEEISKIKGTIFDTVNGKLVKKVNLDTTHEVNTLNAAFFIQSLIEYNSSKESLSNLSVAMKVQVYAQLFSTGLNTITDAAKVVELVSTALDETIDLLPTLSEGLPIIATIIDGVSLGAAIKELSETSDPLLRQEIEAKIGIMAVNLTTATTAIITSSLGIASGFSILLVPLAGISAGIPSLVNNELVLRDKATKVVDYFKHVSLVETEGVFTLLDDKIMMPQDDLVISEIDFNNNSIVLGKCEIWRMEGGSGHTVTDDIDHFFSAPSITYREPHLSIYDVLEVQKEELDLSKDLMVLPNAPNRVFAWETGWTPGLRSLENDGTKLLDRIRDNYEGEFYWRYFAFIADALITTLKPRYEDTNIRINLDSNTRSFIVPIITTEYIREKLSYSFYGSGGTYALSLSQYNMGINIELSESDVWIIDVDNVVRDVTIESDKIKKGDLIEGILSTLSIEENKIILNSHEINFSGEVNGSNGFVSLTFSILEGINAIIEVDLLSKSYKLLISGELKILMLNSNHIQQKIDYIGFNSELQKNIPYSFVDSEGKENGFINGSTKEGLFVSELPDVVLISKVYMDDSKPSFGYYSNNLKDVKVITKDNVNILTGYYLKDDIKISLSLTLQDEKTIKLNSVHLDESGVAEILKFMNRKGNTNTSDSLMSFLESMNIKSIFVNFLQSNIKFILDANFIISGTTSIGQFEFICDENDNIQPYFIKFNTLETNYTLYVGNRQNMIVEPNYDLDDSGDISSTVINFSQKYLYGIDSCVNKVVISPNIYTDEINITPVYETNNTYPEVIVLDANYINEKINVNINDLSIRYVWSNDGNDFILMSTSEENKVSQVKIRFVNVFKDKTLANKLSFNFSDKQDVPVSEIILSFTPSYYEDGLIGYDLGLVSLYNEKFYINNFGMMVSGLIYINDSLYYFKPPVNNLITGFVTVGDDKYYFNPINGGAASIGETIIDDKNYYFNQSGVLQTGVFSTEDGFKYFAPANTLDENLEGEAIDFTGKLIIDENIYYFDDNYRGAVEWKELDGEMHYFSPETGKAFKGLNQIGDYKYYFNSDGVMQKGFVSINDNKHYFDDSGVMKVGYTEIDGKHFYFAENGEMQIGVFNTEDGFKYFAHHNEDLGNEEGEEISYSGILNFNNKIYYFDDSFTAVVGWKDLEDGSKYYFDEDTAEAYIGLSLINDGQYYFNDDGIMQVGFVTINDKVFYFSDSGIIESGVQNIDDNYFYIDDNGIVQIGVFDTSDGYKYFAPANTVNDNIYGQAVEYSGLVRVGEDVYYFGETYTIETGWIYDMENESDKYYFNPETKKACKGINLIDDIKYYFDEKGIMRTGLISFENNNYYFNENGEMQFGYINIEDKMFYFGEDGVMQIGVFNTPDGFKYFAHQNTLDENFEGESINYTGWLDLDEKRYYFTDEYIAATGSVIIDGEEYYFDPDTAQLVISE
* marks the source's active call; other numbers are inactive results; u = inconclusive; x = no result given; & = joins results of further samples. Unless noted, no stated cut-off is given here; in the data, active means inhibition above about 30%; inconclusive means no clear call, values can overlap the other calls; inactive means below that. An unsorted share of the library; overall some 2.3% were active at least once.

The first 3 entries, ahead of the listing:
Every second line gives: CCHF vOTU inh	Anthrax LF inh2	BoNT F protease	TcdB GH inh	PrPC surface inh	Y pestis TopoI	PfHsp40 yeast	BoNT A protease	FadD28 FP inh
CC(C)=CCC/C(C)=C/CNC(=O)C[C@H]1C[C@H](C(=O)N2CCOCC2)[C@@]2(C)c3[nH]c4ccc(Cl)cc4c3CCN2C1=O
  -4	-2	-8	-3.6	-3	29	1.1	-0.6	-1.1
COc1cc(NC(=O)CCNC(=O)Cn2cnc3sc4c(c3c2=O)CCCC4)cc(OC)c1OC
  8	-5	-13	0.6	-6	8	0.3	-2.6	1.0
O=C(CSc1ncnc2ccccc12)NCc1ccco1
  -9	-3	-1	x	76*	-1	-0.7	-0.4	-2.3

The listing, from the first entry:
Every second line gives: CCHF vOTU inh	Anthrax LF inh2	BoNT F protease	TcdB GH inh	PrPC surface inh	Y pestis TopoI	PfHsp40 yeast	BoNT A protease	FadD28 FP inh
CC(C)=CCC/C(C)=C/CNC(=O)C[C@H]1C[C@H](C(=O)N2CCOCC2)[C@@]2(C)c3[nH]c4ccc(Cl)cc4c3CCN2C1=O
  -4	-2	-8	-3.6	-3	29	1.1	-0.6	-1.1
COc1cc(NC(=O)CCNC(=O)Cn2cnc3sc4c(c3c2=O)CCCC4)cc(OC)c1OC
  8	-5	-13	0.6	-6	8	0.3	-2.6	1.0
O=C(CSc1ncnc2ccccc12)NCc1ccco1
  -9	-3	-1	x	76*	-1	-0.7	-0.4	-2.3
COCc1[nH]nc2c1C(c1ccc(OC)cc1)C(C#N)=C(N)O2 (stereo not given)
  4	-1	-2	x	-2	-1	-0.5	2.8	-1.7
Cc1occc1C(=O)Nc1ccc(S(=O)(=O)N2CCCC2)cc1
  -9	-3	3	x	9	3	1.4	-0.4	-3.1
Nc1ccc(OCc2ccco2)cc1
  7	-8	-4	0.4	5	-2	-0.6	-0.2	-2.5
O=C(CSc1ccccc1)Nc1ccc(S(=O)(=O)NCC2CCCO2)cc1 (stereo not given)
  9	-10	-26	1.0	-4	12	0.1	-4.6	-0.5
Cc1ccn2cc(CCNC(=O)c3ccc(Br)o3)nc2c1
  -6	0	-3	1.2	-3	-3	0.9	0.0	-4.1
CCCN(C(=O)c1cc(S(=O)(=O)N(C)c2ccccc2OC)ccc1C)C1CCS(=O)(=O)C1 (stereo not given)
  -3	-8	-7	2.4	5	15	-0.3	-0.2	-0.9
CC(C)=CCN1CCN(CCCc2ccccc2)CC1CCO (stereo not given)
  -9	-2	-6	-0.3	-9	24	1.3	-1.9	0.2
Cc1ccc(S(=O)(=O)NCc2ccccc2)cc1C(=O)NC1CCC(C)CC1 (stereo not given)
  10	u	u	2.0	1	11	-0.2	u	-1.7
CCNS(=O)(=O)c1ccc(CCC(=O)N2CCN(c3ccccc3)CC2)cc1
  8	8	-4	1.3	-4	-1	0.7	1.5	-2.3
COc1cc(/C=C/C(=O)Nc2cc(S(=O)(=O)N3CCOCC3)ccc2N2CCCC2)cc(OC)c1OC
  -7	-5	-5	0.5	5	11	-1.4	-1.0	0.8
Cc1cccc(C)c1-n1nnnc1C(c1ccnc2ccccc12)N(C)Cc1ccc(Cl)c(Cl)c1 (stereo not given)
  1	-2	1	0.5	-10	x	x	-0.1	x
O=C(O)c1cc(=O)c2ccccc2[nH]1
  -2	0	6	0.1	-8	-2	0.4	0.5	0.5
Cc1ccc(S(=O)(=O)N2CCCc3ccccc32)cc1C
  -11	5	u	2.0	7	13	-1.3	1.6	-1.7
CCC(C#CCN1CCCCC1)(CC)OCCC#N
  9	-5	-2	x	3	-4	0.3	-0.7	-1.3
CC(C)=C1C2CCC1C(C(=O)Nc1sc(C)c(-c3ccc(C(C)C)cc3)c1C(N)=O)C2C(=O)O (stereo not given)
  11	1	0	0.7	-4	3	4.0	0.2	-1.5
COc1ccc(-n2nnc3c(=O)n(Cc4cccc(C)c4)cnc32)cc1
  -10	-3	-6	x	6	8	-1.1	-0.7	-0.4
NC(=O)CCCCC(=O)OCCCc1cccs1
  -3	0	1	x	-4	4	-0.9	-0.7	-2.4
C#CCOCCOCCOCCNc1nc(N2CCOCC2)nc(N2CCN(C(=O)CCCCCCCCCCNC(=O)[C@@H]([C@H](C)CC)n3cc(CCCCCN)nn3)CC2)n1
  14	-3	-17	1.5	-1	-17	0.7	-0.1	-2.5
O=C(NCc1cccnc1)c1ccccc1[N+](=O)[O-]
  18	-1	-1	0.5	-18	1	-0.7	-0.5	-1.9
COC(=O)c1ccccc1NC(=O)c1cncc(Br)c1
  -8	-4	-2	x	-2	-1	-0.1	-1.0	-0.2
COC(=O)c1c(C)[nH]c(C(=O)C(C)OC(=O)c2c(C)noc2C)c1C (stereo not given)
  10	4	2	-8.2	6	-5	-1.8	0.0	-0.1
CCOc1ccc(C(C)=O)cc1COC(=O)CNC(=O)c1cccs1
  0	1	-2	0.2	4	-1	-0.3	-0.9	-0.8
CC(C)C(=O)Nc1ccc(NC(=O)c2ccc3c(c2)OCO3)cc1
  -4	3	4	2.2	-2	1	-1.9	1.8	-1.8
O=C(CN1CC(c2ccccc2)CC1=O)NCc1ccc(F)cc1 (stereo not given)
  3	-4	-2	0.7	5	2	-0.5	0.5	-2.1
CC(Oc1ccc(C#N)cc1)C(=O)N1CC=C(c2ccccc2)CC1 (stereo not given)
  8	2	4	0.2	10	38	0.4	-0.7	-1.0
CC(C)OC(=O)C(C#N)c1nc2ccccc2nc1N1CCCC1 (stereo not given)
  x	-2	-1	x	x	8	-0.8	6.1	-0.5
Cc1cccn2c(=O)c3cc(C(=O)NC4CCS(=O)(=O)C4)n(Cc4ccccc4)c3nc12 (stereo not given)
  -27	-4	1	0.7	-4	14	-0.8	0.0	-2.2
COc1ccc(-n2c(C)cc(C(=O)COC(=O)Cc3n[nH]c(=O)c4ccccc34)c2C)cc1
  -3	-4	-4	4.4	11	17	8.5	-0.3	-2.2
C[C@@H]1CN([C@@H](C)CO)C(=O)CCCn2nncc2CO[C@H]1CN(C)S(=O)(=O)c1ccc(Oc2ccccc2)nc1
  -1	1	-2	-0.8&0.4	1	13	x	0.0	-2.4
NS(=O)(=O)c1ccc(CNC(=O)COc2ccc3c4c(c(=O)oc3c2)CCCC4)cc1
  19	-2	-3	-0.1	0	11	0.5	-1.8	-0.9
CCOC(=O)CC1CCCCN1C(=O)CCCn1nnnc1CN1CCC(C)CC1 (stereo not given)
  2	1	4	1.6	10	3	0.0	-0.3	-0.1
O=[N+]([O-])c1c(C(Cl)Cl)nn(-c2ccccc2)c1N1CCOCC1
  0	-8	-2	-3.2	7	-8	1.6	-0.3	-0.5
CSCCC(NS(=O)(=O)c1ccccc1F)C(=O)NCc1cccs1 (stereo not given)
  5	1	-4	0.8	-7	-11	-0.1	0.1	-3.6
CC1CCCC(NC(=O)C2CCN(S(=O)(=O)c3cccc4nonc34)CC2)C1C (stereo not given)
  1	-4	4	0.8	-14	3	1.3	2.8	x
CCN1CCN(CCCNC(=O)CS(=O)(=O)Cc2nc(-c3cccc(OC)c3)oc2C)CC1
  11	-5	-6	0.7	-6	1	1.3	-0.3	2.2
COc1cccc(OCc2nnc(SCC(=O)N3c4ccccc4Sc4ccc(Cl)cc43)o2)c1
  15	-3	-1	-8.4	9	14	3.3	-0.4	-2.5
COc1ccc(-c2c(-c3ccc(C#N)cc3)oc(=O)c3cc(OC)c(OC)cc23)cc1
  -15	1	-3	-0.4	16	11	1.9	-0.2	-1.5
CC(=O)Nc1ccc2c(c1)Cc1c(F)cccc1-2
  13	-4	-1	-2.6	18	-6	2.5	-0.5	-0.3
CCOCc1cc(=O)[nH]c(SC)n1
  -4	10	7	1.1	-2	4	-1.7	-0.5	-3.1
Cc1ccc(C(=O)NN2C(=O)C3C4C=CC([C@@H]3C2=O)C42CC2)cc1 (stereo not given in full)
  -2	-4	u	0.6	4	-1	1.9	u	-2.5
Cc1cc(C(=O)N(Cc2nnc(-c3ccc(Cl)cc3)o2)C(C)C)c2ccccc2n1
  -3	-8	0	1.7	4	11	0.6	-3.1	0.1
CCOC(=O)c1cc2occc2n1CC(=O)N1CCN(C(=O)c2ccco2)CC1
  2	-1	0	0.2	-5	-4	-1.3	0.3	-0.1
c1ccc2c(CNn3cnnc3)cccc2c1
  -3	3	u	x	3	3	-0.9	2.3	-2.6
CCN(CC(=O)NCc1cccs1)C(=O)COc1cccc(C(F)(F)F)c1
  6	-2	-5	0.2	4	-7	-1.3	-0.8	-4.6
Cc1c(C(c2ccccc2O)c2c(C)n(C)n(-c3ccccc3)c2=O)c(=O)n(-c2ccccc2)n1C
  -1	1	-1	0.4	2	2	2.5	-0.2	0.9
CC[C@]12c3[nH]c4ccc(Cl)cc4c3CCN1C(=O)[C@@H](CC(=O)NC(C)(C)C)C[C@@H]2C(=O)N1CCN(C(=O)c2ccco2)CC1
  0	-2	-6	0.1	7	28	-1.2	0.1	0.9
CCCCNC(=O)c1ccc2c(c1)N(C)C(=O)c1ccccc1S2
  -16	5	5	1.9	3	19	0.0	0.5	-5.3
COCC(=O)NCc1nc2ccccc2[nH]1
  -3	1	-10	x	-1	4	-0.5	0.4	-1.9
c1ccc(Oc2ccc(-c3ccnc4nc(N5CCOCC5)nn34)cc2)cc1
  -49	5	-1	1.4	-8	4	-1.6	-0.3	-3.5
CN(C)c1cccc(NC(=O)CCc2ccccc2)c1
  12	25	75*	x	8	-3	0.7	12	-3.2
COc1cccc(NC(=O)CN(C)C(=O)c2cccc(S(=O)(=O)N3CCN(c4ccccc4)CC3)c2)c1
  -4	-4	-5	-1.0	6	15	3.2	-0.5	-3.8
Brc1cccc2sc(N3CCCC3)nc12
  2	-7	-5	-5.2	12	8	0.6	-0.4	0.4
NC(=O)c1c(NC(=O)Cn2cc([N+](=O)[O-])cn2)sc2c1CCCC2
  -4	-3	-6	0.2	-3	3	1.2	-0.9	-1.4
CCOC(=O)CSc1nc2cc(C)cc(C)c2cc1C#N
  20	5	7	x	-2	2	0.4	4.0	-2.2
Cc1cc(C)c(C(=O)COC(=O)c2nn(C)c(=O)c3ccccc23)cc1C
  -8	0	-3	0.3	3	36	0.3	2.5	x
CCCCCCN1C(=O)C(O)=C(C(C)=O)C1c1ccc(Cl)cc1 (stereo not given)
  7	-1	-10	x	5	4	-0.6	0.2	-0.6
CCNc1ccc(C(=O)OCC(=O)N2CCCC2)cc1[N+](=O)[O-]
  -9	-2	-1	-0.8	-20	0	-0.2	0.5	x

Additional records:
Every second line gives: CCHF vOTU inh	Anthrax LF inh2	BoNT F protease	TcdB GH inh	PrPC surface inh	Y pestis TopoI	PfHsp40 yeast	BoNT A protease	FadD28 FP inh
O=C(O)C1CCCN(C(=O)c2cccc3ccccc23)C1 (stereo not given)
  6	-2	-6	0.8	-2	-11	0.2	-1.3	-0.9
CC(C)(C)c1ccc(Nc2n[nH]c3ccccc23)cc1
  5	-3	-3	1.4	-1	x	x	-1.0	-1.1
COc1ccc(Cl)cc1N/C(N)=N/c1nc(C)cc(C)n1
  8	0	-1	-0.5	-1	4	-0.7	0.2	-1.2
CCCCC(=O)Nc1cccc(C(=O)Nc2ccccc2C(=O)O)c1
  -2	-1	-6	-2.2	3	1	-0.3	-0.3	-5.3
COC(=O)c1cc(S(=O)(=O)NCC2CCN(CCc3ccc(OC)cc3)CC2)c[nH]1
  7	-2	2	-0.3	-13	-7	-0.3	-1.4	-4.4
Cc1ccc2c(c1)N(CC(=O)N1CCCCCC1)C(=O)CO2
  5	-1	-7	x	-4	-2	0.6	0.0	-0.8
C[C@H]1CN(CCc2ccccc2)C(=O)[C@@H]1CC(=O)NCc1ccccc1
  2	6	0	1.0	3	3	1.5	-0.3	-2.2
O=C(NCc1cccs1)C1CCN(c2nc3ccccc3o2)CC1
  -7	7	12	x	3	-5	-0.3	1.0	-1.9
COc1ccc(OC(=O)C2CC(=O)N(c3ccc(C)cc3)C2)cc1 (stereo not given)
  -6	-4	2	2.3	5	-2	-0.1	-0.4	-1.1

Compound activity deposited in PubChem by several laboratories.
